Autophagy mod: autophagy modulators in MEF cells, primary screen, imaging, high-content, MEF GFP-LC3; MEF GFP-LC3 puncta imaging; test concentration mostly 10 µM; calls only at 10 µM (by protocol); 190,000 tested, 0.98% active;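 active = percentage of spot-positive cells more than 3 SD above its plate mean, without a fluorescence outlier flag or 80% toxicity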;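 note: spot-positive cell cutoff set from DMSO-treated cells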
Ins promoter up: insulin promoter activators in MIN6 cells, imaging, high-content screening, mouse beta cells; z-score at 5 µM; MIN6 insulin promoter-GFP reporter; hits give high values; 190,000 tested, 0.3% active;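 active = z-score above 3 at 5 µM with at least 500 cells counted in the well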
ER stress rescue: rescue of cells from ER stress-induced death, primary screen, 384-well, CSM14.1, thapsigargin, ATP luminescence (AID 1222). CSM14.1 thapsigargin-induced death rescue, ATP luminescence; higher % means a stronger effect. one-dose cellular ATP content (survival), % at 20 µM; EC50 in µM for titrated hits. 190,000 tested, under 10 active;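 active = EC50 below 50 µM in the dose-response confirmation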;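 note: death triggered by thapsigargin at about 15 µM added after 2 h compound pretreatment; cell ATP read after overnight thapsigargin exposure of roughly 18 to 22 hours; normalized against plate controls of thapsigargin alone and 5% DMSO vehicle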
PhoP inhibition: inhibitors of PhoP regulon expression, primary screen, Salmonella Typhimurium, GFP reporter (AID 1863). inhibition, % at 50 µM; hits with a dose series show IC50 in µM. S. Typhimurium PhoP-regulated promoter GFP reporter, 4 h; higher % means a stronger effect. 300,000 tested, 0.16% active;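 active = inhibition over 29.93%, a cutoff 3 SD above the screen mean, later confirmed by dose response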;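 note: 0% = low Mg2+ inducing control and 100% = high Mg2+ repressing control; strong numbers were not always called active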
Hep lipid drop: inhibitors of hepatocyte lipid droplet formation, primary screen, imaging, high-throughput imaging, BODIPY stain; AML12 mouse hepatocytes, oleate lipid droplets; inhibition, % at 6.5 µM; 240,000 tested, 0.4% active; AID 1656, 2009;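 active = lipid droplet intensity inhibited by at least 50%, with more than 500 cells counted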
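Material – AML12 mouse liver cells · Also added – oleate loading, 100 µM · Compound dosing – 6.5 µM single-point dosing · Times – overnight treatment with compound plus oleate · Measured by – fluorescence imaging, 20x objective, two fields per well · Read-out – percent inhibition of filter-corrected integrated lipid droplet intensity per well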
Dynein cargo inh: inhibitors of GR-EGFP nuclear translocation, primary screen, dynein cargo transport inhibitor project, imaging, high-content, 3617.4 mouse cells. test concentration mostly 20 µM; stimulated with dexamethasone, 1 µM; hits give low values. z-score, hits read low. 220,000 tested, 0.47% active;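 active = plate z-score of nuclear minus cytoplasmic receptor signal below a set negative limit, without overly bright fluorescence or cell loss, cut at about -3.5 in these data, passing the limit was not always enough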;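 note: z-score of nuclear minus cytoplasmic ring GR-EGFP intensity difference per well; some compounds called inactive have numbers as strong as hits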
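Buffer or medium: tetracycline-free induction medium containing charcoal-stripped FBS / Reagent: dexamethasone agonist, 1.0 µM final, for 30 min / Technique: automated 10x imaging of fixed Hoechst-stained cells / Times: induction 48 h, compound 1 h, agonist 30 min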
T cell HTS: modulators of CD8 T cell-vesicle binding, primary screen, mouse 2C CD8+ T cells, flow cytometry | 2C CD8+ T cell-vesicle binding; hits give low values | calls only at 7 µM | 330,000 tested, 0.068% active;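 active = response, share of CD8 T cells binding vesicles, and their 90th percentile fluorescence all below set limits, cut at about 80% in these data, passing the limit was not always enough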
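Test system: purified 2C TCR transgenic mouse naive CD8+ T cells. Probe or stimulus: QL9-peptide-loaded Drosophila micro-vesicles bearing Ld, ICAM-1 and B7-1. Incubation: binding step 1.5 h, 37 °C, antibody labelling 20 min, ice. Measured by: flow cytometry of vesicle-bound cells.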
MT stabilizer: microtubule stabilizers in HeLa cells, primary screen, imaging, high-content imaging; HeLa tubulin immunostaining HCS, 24 h; share of cells brighter than vehicle mean+2SD; 200,000 tested, 0.83% active; % tubulin-high responders, % at 10 µM; AID 2205, 2009;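 active = plate Z-score above 3 for both tubulin-high and condensed-nucleus cell shares, with cell loss under 80%, at 10 µM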;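 note: anti alpha tubulin signal scored within the nucleus-defined area of each cell; some results filed as inactive read as strong as hits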
b-catenin transl: modulators of beta-catenin nuclear translocation, primary screen, imaging, HeLa cells, immunofluorescence, high-content | nuclear translocation activity, % at 5 µM | 190,000 tested, 0.3% active;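 active = nuclear translocation activity above 50% at 5 µM, with a well cell count of 50 or more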;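 note: per-cell ratio of nuclear to cytoplasmic median beta-catenin stain intensity; plate controls were DMSO negative control for no effect and GSK-3 inhibitor IX positive control for full effect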
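assay system = human HeLa cells, endogenous beta-catenin | times = compound treatment 24 h, 37°C, 5% CO2 | detection = Anti-beta-catenin immunofluorescence on PFA-fixed, Triton-permeabilized cells, DAPI nuclei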
Dynein cargo inh cytoplasmic EGFP: second read-out of Dynein cargo inh, no call of its own (marks repeat the call); z-score; measured here: cytoplasmic GR-EGFP intensity; hits give high values
Dynein cargo inh nuclear GR-EGFP: recorded beside Dynein cargo inh, whose call it bears; z-score; measured here: nuclear GR-EGFP intensity;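 lower value marks the stronger effect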
Dynein cargo inh cell count: also measured in Dynein cargo inh; calls as there; z-score; measured here: cell count per field
Ins promoter up cell count: recorded beside Ins promoter up, whose call it bears; cell count; measured here: cytotoxicity, nuclei count;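 total cells summed across four imaged fields per well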
Hep lipid drop cells 6.5 µM: further read-out of Hep lipid drop, marked with its call; cell count; measured here: cell count, cytotoxicity flag;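 cells counted across two imaged fields per well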
b-catenin transl cell count 5 µM: also measured in b-catenin transl; calls as there; cell count; measured here: cell count, cytotoxicity flag
T cell HTS vesicle-bound %: also measured in T cell HTS; calls as there; double positive events, %; measured here: CD8+ vesicle-bound cell fraction;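 binding gate set so that unloaded-vesicle control wells show 10% double positive cells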
MT stabilizer Hoechst-high %: second read-out of MT stabilizer, no call of its own (marks repeat the call); % Hoechst-high responders; measured here: nuclear condensation Hoechst responders;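 share of cells brighter than vehicle mean plus two SD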
MT stabilizer cytotoxicity %: also measured in MT stabilizer; calls as there; toxicity, %; measured here: cytotoxicity by cell density;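 0% = mean cell density of plate MIN control wells and 100% = no cells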
Autophagy mod cell loss 18 h: further read-out of Autophagy mod, marked with its call; toxicity, %; measured here: cell loss, nuclei count;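 cell loss after 18 h compound exposure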
The depositor's hits bear a star; i = inactive; . = not tested or not shown.

SMILES	Autophagy mod	Autophagy mod cell loss 18 h	Ins promoter up	Ins promoter up cell count	ER stress rescue	PhoP inhibition	Hep lipid drop	Hep lipid drop cells 6.5 µM	Dynein cargo inh	Dynein cargo inh cytoplasmic EGFP	Dynein cargo inh nuclear GR-EGFP	Dynein cargo inh cell count	T cell HTS	T cell HTS vesicle-bound %	MT stabilizer	MT stabilizer Hoechst-high %	MT stabilizer cytotoxicity %	b-catenin transl	b-catenin transl cell count 5 µM
COCc1nnc(NC(=O)c2ccc(S(=O)(=O)N(CC(C)C)CC(C)C)cc2)o1	i	0	0.12	1259	.	-4%	0	695	0.062	-0.27	0.2	0.14	i	62	2.0	2.1	9.3	2.3	1059
CCCCC(=O)N1CCCC(C(=O)OCC)C1 (stereo unspecified)	i	-4	0.41	952	-1.1%	-2%	3	851	-0.73	-0.17	-0.32	0.54	i	31	1.0	1.3	11	-0.7	1157
CCOCC(=O)Nc1ccc(F)c(F)c1	i	-1	-1.1	1071	-0.4%	42%	14	781	-0.81	-0.23	-0.16	0.77	i	50	2.8	2.0	5.0	-2.1	1172
COc1ccc(C(=O)C2CCCN(C(=O)c3cc(C)nc(C)n3)C2)cc1OC (stereo unspecified)	i	9	0.06	1411	-2.1%	-3%	-60	675	0.87	-0.12	0.45	-1.4	i	34	2.6	2.5	4.1	1.1	1006
Cc1ccc(-c2nnn(CC(=O)N(Cc3cccs3)C(C(=O)NC(C)(C)C)c3ccc(C)o3)n2)o1 (stereo unspecified)	i	-8	1.4	1876	-0.1%	-4%	0	647	-0.41	-0.25	-0.27	0.084	i	26	2.4	2.2	2.8	-1.3	1085
Cc1ccc(NC(=S)NCc2cccnc2)cc1	i	4	-0.15	1576	-2.2%	38%	.	.	-0.81	-0.077	-0.53	-0.17	i	17	1.6	1.7	9.0	-1.4	1336
C=CCn1c(SCC(N)=O)nnc1-c1cc2c(s1)CCC(CC)C2 (stereo unspecified)	i	-14	-0.41	1374	-1.2%	3%	6	670	1.4	-0.23	1.1	-0.96	i	48	4.2	2.3	6.3	-2.5	1044
Cc1nc2sc(C(c3ccccc3)N3CCN(CCO)CC3)c(O)n2n1 (stereo unspecified)	.	.	-1.2	1006	.	-7%	2	724	-0.78	-0.76	-0.13	-0.15	i	40	.	.	.	-1.3	1172
CCn1c(Nc2ccccc2Cl)nc2ccccc21	i	-9	-0.09	1506	-0.8%	0%	3	677	-0.5	-0.22	0.32	-0.27	i	29	3.6	4.5	6.7	-0.4	810
CCCn1c(=O)c(C(=O)Nc2ccccc2C(=O)OCC)c(O)c2ccccc21	i	15	-0.18	1415	-1.3%	6%	.	.	0.63	-0.21	0.76	1	i	15	2.6	3.2	4.5	-7.6	1006
N#Cc1c(NC(=O)Cn2nc(C(F)(F)F)c3c2CCCC3)sc2c1CCC2	i	3	-0.08	1442	0.3%	-10%	.	.	2	0.49	1.5	-1.3	i	30	1.4	0.7	3.5	-0.3	1384
CCOc1ccc(NCC(=O)N/N=C/C=C/c2ccccc2)cc1	i	2	-0.14	1494	-0.5%	14%	16	680	0.53	-0.25	0.43	-0.15	i	32	3.5	2.4	7.0	-0.4	1131
N/C(=N\OC(=O)CCC1CCCC1)c1ccccn1	i	17	.	.	1.2%	1%	-5	661	-0.41	-0.32	-0.5	0.56	i	19	2.3	1.6	12	-2.6	964
Cc1cc(C)c(S(=O)(=O)N(CC(=O)O)C2CCCCC2)c(C)c1	i	5	0.15	1212	0.8%	-8%	.	.	2.2	-0.12	1.4	-1	i	32	2.4	2.7	12	-2.5	875
COc1cccc2c(=O)cc(C)n(CC(=O)Nc3ccccc3C)c12	i	2	1.4	820	0.3%	4%	8	761	0.0015	-0.14	0.32	0.25	i	44	1.5	1.3	11	-1.0	1050
CCOC(=O)c1ccccc1NC(=O)CSc1nnnn1C1CCCCC1	i	-48	-0.49	1312	-1.1%	-7%	.	.	-1.3	-0.24	-0.34	0.031	i	27	5.0	3.0	8.9	1.2	1318
CCOC(=O)C(NC(=O)c1ccccc1F)(Nc1cc(C)on1)C(F)(F)F (stereo unspecified)	i	25	0.87	1465	-0.2%	3%	-4	756	0.28	-0.26	0.67	0.58	i	29	4.4	2.3	9.9	-0.7	620
COc1ccc(N(CC(=O)Nc2ccccc2C(=O)N2CCOCC2)S(=O)(=O)c2ccc(F)cc2)cc1	i	-12	-0.02	1364	-1.2%	-3%	-21	588	-0.35	-0.3	-0.37	1	i	33	1.0	3.0	4.5	0.4	926
O=C(Nc1cccc2cccc(NC(=O)c3ccco3)c12)c1ccco1	i	-1	-0.91	1137	-2.5%	-7%	0	751	-0.13	-0.13	-0.24	-0.21	i	68	2.9	1.5	6.0	0.8	1196
CC(C)NC(=S)NCc1cccs1	i	28	-0.57	1348	-0.8%	-1%	-6	739	-1.4	-0.19	-0.56	0.93	i	36	5.2	1.9	6.4	1.7	1057
Cc1cc(C)c2c(NC(=O)CCl)nn(C)c2n1	i	17	-0.29	1029	.	7%	10	756	-0.31	-0.19	-0.75	0.49	i	16	5.7	5.2	15	0.0	1108
CSCCC1NC(=O)N(CC(=O)Nc2ccc(Br)cc2Br)C1=O (stereo unspecified)	.	.	0.84	1453	.	-12%	-6	733	-0.13	-0.26	-0.17	0.26	i	23	.	.	.	-1.9	1150
O=c1c2c3c(sc2n2cnnc2n1-c1ccccc1)N(Cc1ccccc1)CCC3	i	1	-0.05	1226	0.5%	-3%	.	.	0.11	-0.15	-0.15	-0.11	i	58	1.5	1.5	7.2	-1.6	1108
O=C(OCC(=O)N1CCOCC1)C(c1ccccc1)c1ccccc1	i	-4	.	.	-1.9%	-3%	.	.	-0.095	-0.21	0.21	0.5	.	.	4.6	2.6	5.8	-1.1	927
CCCc1[nH]n(-c2ccc([N+](=O)[O-])cc2)c(=O)c1C=NCCc1ccc(OC)c(OC)c1	i	1	0	1337	1.4%	4%	-43	658	1.9	-0.21	0.85	-0.79	i	3	3.1	2.2	1.8	1.7	1019
N#Cc1ccc(C23CC4(C2)[C@H](CN(CC2CCCCC2)[C@@H]4c2ccccc2)C3c2ccc(Cl)nc2)cc1 (stereo partly specified)	.	.	-1.1	908	.	-3%	20	718	-0.84	-0.78	-0.38	0.43	i	38	.	.	.	-2.5	1164
CN=Cc1c(NC)nc2c(C)cccn2c1=O	i	4	0.23	1564	-0.2%	16%	.	.	-0.21	-0.24	0.11	-0.011	i	56	2.3	2.0	4.3	-3.3	1008
Oc1c(C2=NCCNC(C(F)(F)F)=C2)ccc2ccccc12	i	14	-0.23	1514	-1.2%	-5%	-5	731	-1.2	2.1	-0.31	1	.	.	5.5	1.7	3.6	-0.4	1442
Cc1ccccc1NC(=O)CSc1nc(N)c(C#N)c(-c2cccs2)c1C#N	i	-4	-0.04	1289	.	3%	-10	681	-1.4	-0.23	-0.4	0.054	i	46	2.8	1.6	9.1	.	.
COc1ccc(N2C(=O)CS(=O)C(c3ccccc3)C2=O)cc1 (stereo unspecified)	i	36	0.55	1474	-0.5%	5%	-21	659	-1.8	-0.05	-0.78	0.66	i	62	4.2	1.1	10	-0.5	1531
COc1ccc(CNC(=O)C(C)Cc2ccccc2)cc1O (stereo unspecified)	i	7	0.89	1243	1.4%	-2%	-2	732	-0.38	-0.3	0.18	0.61	i	12	2.2	2.7	9.5	0.4	436

Whole records from above. Values in the order: Autophagy mod | Autophagy mod cell loss 18 h | Ins promoter up | Ins promoter up cell count | ER stress rescue | PhoP inhibition | Hep lipid drop | Hep lipid drop cells 6.5 µM | Dynein cargo inh | Dynein cargo inh cytoplasmic EGFP | Dynein cargo inh nuclear GR-EGFP | Dynein cargo inh cell count | T cell HTS | T cell HTS vesicle-bound % | MT stabilizer | MT stabilizer Hoechst-high % | MT stabilizer cytotoxicity % | b-catenin transl | b-catenin transl cell count 5 µM
CCn1c(Nc2ccccc2Cl)nc2ccccc21 as listed: i | -9 | -0.09 | 1506 | -0.8% | 0% | 3 | 677 | -0.5 | -0.22 | 0.32 | -0.27 | i | 29 | 3.6 | 4.5 | 6.7 | -0.4 | 810
Cc1cc(C)c(S(=O)(=O)N(CC(=O)O)C2CCCCC2)c(C)c1 as listed: i | 5 | 0.15 | 1212 | 0.8% | -8% | . | . | 2.2 | -0.12 | 1.4 | -1 | i | 32 | 2.4 | 2.7 | 12 | -2.5 | 875
COc1ccc(C(=O)C2CCCN(C(=O)c3cc(C)nc(C)n3)C2)cc1OC (stereo unspecified) as listed: i | 9 | 0.06 | 1411 | -2.1% | -3% | -60 | 675 | 0.87 | -0.12 | 0.45 | -1.4 | i | 34 | 2.6 | 2.5 | 4.1 | 1.1 | 1006
O=C(Nc1cccc2cccc(NC(=O)c3ccco3)c12)c1ccco1 as listed: i | -1 | -0.91 | 1137 | -2.5% | -7% | 0 | 751 | -0.13 | -0.13 | -0.24 | -0.21 | i | 68 | 2.9 | 1.5 | 6.0 | 0.8 | 1196
